Yfh1-depleted yeast = mitochondrial function rescue without frataxin homolog – Friedreich's ataxia, plus single-dose screen, dose response (AID 1465); S. cerevisiae Yfh1-off respiration, WST-1 reduction, 72 h; higher fold induction means a stronger effect; fold induction at 50 µM; hits with a dose series show EC50 in µM; hit rate 0.074% among 220,000;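 active = fold induction of absorbance versus untreated yeast above a set limit, then at least 30% activation at any dose in follow-up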;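 also: activators that raise dye reduction in frataxin-depleted yeast; strong numbers were not always called active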
PMI inhibition = human PMI inhibitors, high substrate, primary screen, biochemical, fluorescence intensity, high mannose 6-phosphate (AID 1220) | recombinant PMI enzyme, coupled fluorescence intensity; higher % means a stronger effect | inhibition, % at 20 µM; hits with a dose series show IC50 in µM | hit rate 0.66% among 190,000
WT yeast gro inh = growth inhibition of WT yeast, mitochondrial fusion screen; mitochondrial fusion phenotypic screen, WT strain; inhibition, % at 10 µM; hit rate 2.1% among 190,000; AID 1362; in the data active = inhibition above about 58%; tested in S. cerevisiae
TNAP activators = human TNAP enzyme activators, primary screen, biochemical, luminescent, no phosphate acceptor, uHTS (AID 1001). purified TNAP, luminescent activation assay, no phosphate acceptor; higher activation fold means a stronger effect. activation fold at 20 µM, or EC50 in µM where a hit was titrated. hit rate 0.03% among 200,000; in the data active = activation fold from about 3, or a potency from the dose series; inactive = the rest, 99 in 100 with activation fold below about 1.6; also: many of its hits are not listed in these tables
M1AAP inhibition = P. falciparum M1AAP inhibitors, biochemical, fluorogenic H-Leu-NHMec substrate, 1536-well (AID 1445) | recombinant M1AAP, H-Leu-NHMec fluorogenic kinetic assay; higher % means a stronger effect | one-dose inhibition, % at 30 µM; IC50 in µM for titrated hits | hit rate 0.42% among 220,000;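 active = primary inhibition above the hit cutoff, then over 50% inhibition at one or more dose response concentrations, cut at about 23% in these data, passing the limit was not always enough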;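 also: plate controls were DMSO full reaction for no effect and no enzyme background for full effect; strong numbers were not always called active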
LYP phosphatase = inhibitors of LYP phosphatase, biochemical, fluorescence intensity, uHTS (AID 1779). hit rate 0.054% among 290,000. recombinant LYP phosphatase, fluorescence intensity; higher % means a stronger effect. inhibition, % at 11.5 µM, or IC50 in µM where a hit was titrated;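 also: plate controls were vehicle with enzyme for no effect and no enzyme for full effect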
human PMI inhibition = inhibitors of human PMI, primary screen, biochemical, fluorescence intensity, coupled assay (AID 1209). purified PMI enzyme, coupled fluorescence intensity; higher % means a stronger effect. one-dose inhibition, % at 20 µM; IC50 in µM for titrated hits. hit rate 0.42% among 190,000;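 also: plate controls were DMSO vehicle for no effect and wells lacking substrate for full effect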
P. falciparum M17LAP = P. falciparum M17LAP inhibitors, primary screen, biochemical, fluorogenic H-Leu-NHMec substrate, 1536-well (AID 1619) | inhibition, % at 30 µM, or IC50 in µM where a hit was titrated | recombinant M17LAP, H-Leu-NHMec fluorogenic kinetic assay; higher % means a stronger effect | hit rate 0.38% among 220,000;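 active = compound inhibiting the enzyme by more than half at any dose during confirmatory dose-response retesting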;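 also: plate controls were full reaction with DMSO carrier for no effect and no enzyme background for full effect; strong numbers were not always called active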
XIAP displacement = XIAP antagonists, biochemical, IAP family, fluorescence polarization (AID 1018) | XIAP BIR domain, fluorescence polarization peptide displacement; higher % means a stronger effect | displacement, % at 20 µM; hits with a dose series show IC50 in µM | hit rate 0.007% among 200,000; in the data active = displacement above about 50%; also: a part of the inactive calls stands beside numbers as strong as those of hits
WT yeast gro inh mutant strain = also measured in WT yeast gro inh; calls as there; inhibition, %; mitochondrial fusion phenotypic screen, mutant strain inhibition
Numbers without * were called inactive; i = inactive; nt = no result given. Rule as the data show it, unless noted: active = inhibition above about 50%; inactive = the rest. Outcome played no part in choosing rows; 3.7% or so of the library scored in one or more.

SMILES | Yfh1-depleted yeast | PMI inhibition | WT yeast gro inh | WT yeast gro inh mutant strain | TNAP activators | M1AAP inhibition | LYP phosphatase | human PMI inhibition | P. falciparum M17LAP | XIAP displacement
COc1ccc(N2CCN(CCNC(=O)c3ccc(NC(=O)C4CCCO4)cc3)CC2)cc1 (stereo not given) | i | 15.8% | 13.1 | 2.9 | 1 | 4.0% | 3.8% | 16.4% | 6.0% | -8.3%
CCN1CCN(C(=O)CCCn2c(C)c3cnn(-c4ccccc4)c(=O)c3c2C)CC1 | i | 8.8% | -9.1 | -3.5 | 1.2 | 1.3% | -5.9% | 3.2% | -9.2% | -3.9%
Cc1cc(-c2cc(N)n(-c3ccccc3)n2)c(C)n1C1CCCC1 | i | 18.4% | -14.9 | -3.6 | 1.1 | 7.3% | 2.4% | 10.0% | 1.4% | -3.7%
COCc1cc(Sc2cccc(Cl)c2Cl)nc(-c2ccccc2)n1 | i | 8.2% | -12.6 | 3.1 | 1.1 | -1.8% | -3.1% | 15.4% | 12.1% | -22.2%
C=CCOc1c(/C=N\NC(N)=O)cccc1OC | i | nt | nt | nt | nt | 0.8% | 2.5% | nt | -2.0% | nt
CN1CSC2=C(C#N)C(c3cccc(OCc4ccccc4)c3)CC(=O)N2C1 (stereo not given) | i | 59.9%* | 2.0 | -6.8 | 1 | 8.3% | 5.2% | 29.7% | -2.5% | 2.2%
COc1ccccc1CCn1c(N)c(C#N)c2nc3ccccc3nc21 | i | 26.6% | -0.3 | 1.7 | 1 | 8.1% | -6.3% | 31.6% | -34.5% | -2.1%
CCN(CC(=O)NCc1ccc(F)cc1)C(=O)C1CCN(C(=O)Nc2ccccc2)CC1 | i | 0.3% | 5.6 | -4.4 | 1.1 | 14.1% | -6.5% | 1.9% | 9.1% | -3.1%
O=C(CN1CCC(C(=O)c2ccc(F)cc2)CC1)Nc1ccccc1 | i | 4.4% | 0.3 | 5.2 | 1 | 2.8% | -5.0% | 0.3% | 0.5% | 1.1%
O=C1c2ccccc2C(=O)N1CSc1nnc(Nc2ccccc2F)s1 | i | 2.6% | -4.6 | 32.1 | 1 | 4.2% | -3.4% | 10.2% | 4.7% | -4.8%
CC12CC3(C)CC(C)(C1)CC(C(N)=O)(C2)C3 | i | 6.2% | 1.8 | 7.3 | 1.2 | 0.8% | -9.7% | 8.4% | 0.2% | -1.9%
Cc1cccc(NC(=O)/C(=C\c2cccs2)NC(=O)c2ccccc2)c1 | i | 17.0% | 8.6 | 24.1 | 1 | 6.3% | 2.6% | 16.1% | -8.0% | -11.3%
C=CCn1c(=N)c(C(=O)NCCCOC)cc2c(=O)n3cccc(C)c3nc21 | i | 7.7% | 5.9 | 2.5 | 1.1 | 47.6µM* | -49.9% | 10.4% | -394.3% | 2.6%
O=C(CN1CCN(C2CCCCC2)CC1)Nc1ccc(Br)cc1 | i | -11.2% | -6.9 | -3.7 | 1.1 | 1.1% | -1.9% | -26.0% | -0.6% | -8.9%
CCC(CC)C(=O)Nc1cc([N+](=O)[O-])ccc1F | i | 7.1% | 2.4 | -21.4 | 1.1 | 3.9% | 1.9% | -3.1% | -10.2% | -3.7%
Cc1ccc(OCC(=O)N/N=C2/SCC(=O)N2Cc2ccco2)cc1 | i | -14.5% | 2.5 | -5.5 | 1.1 | 4.7% | -10.4% | -15.4% | 5.5% | -7.8%
Cc1cc(Cl)ccc1OCC(=O)NC(=S)Nc1ccccc1N1CCOCC1 | i | 9.9% | -2.6 | -1.1 | 1 | 5.6% | 2.9% | 8.5% | -2.8% | -17.0%
O=c1c(-c2ccc(F)cc2)coc2cc(O)ccc12 | i | -5.1% | 44.7 | 19.4 | 1.1 | 3.1% | -7.2% | -4.9% | 3.5% | -6.2%
CCC(=O)c1cn(CC(=O)NCc2cccnc2)c2ccccc12 | i | -0.8% | 7.3 | -6.0 | 1 | -0.6% | -1.2% | 4.6% | 2.9% | -3.5%
CC(C)(C)c1ccc(S(=O)(=O)CCc2ccccn2)cc1 | i | -3.4% | 2.8 | 22.9 | 1.1 | 8.2% | 1.1% | -2.9% | 0.8% | -4.3%

4 structures out of the list, arranged by formula weight, low to high:
SMILES | Yfh1-depleted yeast | PMI inhibition | WT yeast gro inh | WT yeast gro inh mutant strain | TNAP activators | M1AAP inhibition | LYP phosphatase | human PMI inhibition | P. falciparum M17LAP | XIAP displacement
O=c1c(-c2ccc(F)cc2)coc2cc(O)ccc12 | i | -5.1% | 44.7 | 19.4 | 1.1 | 3.1% | -7.2% | -4.9% | 3.5% | -6.2%
CCC(=O)c1cn(CC(=O)NCc2cccnc2)c2ccccc12 | i | -0.8% | 7.3 | -6.0 | 1 | -0.6% | -1.2% | 4.6% | 2.9% | -3.5%
Cc1cccc(NC(=O)/C(=C\c2cccs2)NC(=O)c2ccccc2)c1 | i | 17.0% | 8.6 | 24.1 | 1 | 6.3% | 2.6% | 16.1% | -8.0% | -11.3%
C=CCn1c(=N)c(C(=O)NCCCOC)cc2c(=O)n3cccc(C)c3nc21 | i | 7.7% | 5.9 | 2.5 | 1.1 | 47.6µM* | -49.9% | 10.4% | -394.3% | 2.6%

The list goes on:
SMILES | Yfh1-depleted yeast | PMI inhibition | WT yeast gro inh | WT yeast gro inh mutant strain | TNAP activators | M1AAP inhibition | LYP phosphatase | human PMI inhibition | P. falciparum M17LAP | XIAP displacement
CC(C)(C)C1CCC(=O)C(C2(O)C(=O)Nc3ccccc32)C1 (stereo not given) | i | 7.0% | -10.8 | -4.4 | 1.1 | 6.8% | -1.3% | 10.7% | 1.7% | -4.5%
CCOC(=O)c1c(NC(=O)C(Sc2ccccc2)c2ccccc2)sc(C(=O)N(C)C)c1C (stereo not given) | i | 2.4% | 18.9 | 15.6 | 0.8 | -1.8% | 3.8% | 11.6% | -12.1% | -8.3%
O=C(Nc1ccc(S(=O)(=O)N2CCOCC2)cc1)c1ccc(Cl)s1 | i | 7.7% | 8.6 | 19.2 | 1.1 | 6.3% | -0.7% | 13.1% | -0.7% | -1.8%
CCn1c(COc2ccccc2C)nnc1SCC(=O)N1CCCCC1 | i | 3.7% | 7.7 | 2.6 | 1.1 | 2.2% | -6.5% | -2.1% | -2.0% | -2.5%
N#C/C(C(=O)NCc1ccco1)=C1/SC(Cc2ccc(Cl)cc2)C(=O)N1c1ccccc1 (stereo not given) | i | -7.4% | -3.9 | 0.5 | 1.1 | 11.8% | 0.8% | -3.1% | 0.0% | -9.6%
Cc1nnc(Nc2ccccc2)n(N)c1=O | i | -0.7% | -4.0 | 11.2 | 1.1 | 2.8% | -5.9% | 7.0% | 11.7% | -4.7%
NC(=O)NNC(=S)Nc1cccc2ccccc12 | i | 27.8% | 5.4 | 4.7 | 1.2 | 10.1% | -9.1% | 3.7% | 8.7% | -5.6%
O=C(O)c1cn[nH]c1-n1cnnn1 | i | -2.1% | -7.9 | 1.5 | 1 | 5.1% | -2.6% | 3.1% | 7.1% | -3.0%
Clc1ccc(SCc2nc3ccccc3[nH]2)cc1 | i | 3.5% | 9.0 | 1.1 | 1.1 | 2.5% | -9.8% | 3.6% | 8.9% | -8.6%
CC(C)(C)c1ccc(-c2noc(-c3ccno3)n2)cc1 | i | nt | nt | nt | nt | -3.1% | -3.5% | nt | -9.3% | nt
Cn1cc([N+](=O)[O-])c(C(=O)N(Cc2ccccc2)Cc2ccccc2)n1 | i | -6.6% | 3.4 | 20.9 | 1.1 | -2.1% | -7.6% | -9.2% | 1.9% | -5.7%
Cc1ccc(/C=C/C(=O)N2CCN(c3ncccn3)CC2)o1 | i | -17.9% | 5.1 | 2.8 | 1.1 | 0.6% | -10.7% | -19.8% | 4.7% | -5.3%
O=C(CSc1nnnn1Cc1ccccc1)N1CCN(c2ccccc2)CC1 | nt | 8.2% | 7.2 | -6.0 | 1.1 | 10.3% | 1.1% | 14.5% | -14.3% | -4.3%
CCOCCOC(=O)C1=C(C)N(C)C(=O)NC1c1cc(Cl)c(O)c(OCC)c1 (stereo not given) | i | 4.4% | -20.1 | 11.7 | 1 | 5.2% | 6.6% | -2.4% | 2.1% | -2.0%
Cc1ccn2c(NC(=O)c3cccs3)c(-c3ccccc3)nc2c1 | i | -8.3% | -1.4 | -7.7 | 1.2 | 5.8% | -8.6% | -12.3% | 6.3% | -3.2%
COc1cc(C(O)P(=O)(OC(C)C)c2ccc(N(C)C)cc2)cc(OC)c1OC (stereo not given) | i | -4.0% | -10.8 | 12.0 | 0.9 | -2.4% | -0.5% | -29.9% | 12.9% | -6.4%
CS(=O)(=O)N(CC(=O)N1CCCC1)c1ccc(OCc2ccccc2)cc1 | i | 5.6% | -7.4 | 0.7 | 1.1 | 4.3% | -5.1% | 12.8% | 0.3% | -7.7%
Cn1c(Cc2ccccc2)nnc1SCc1ccc(C(=O)O)cc1 | i | -9.5% | -4.6 | 22.3 | 1.1 | -0.3% | -6.2% | -4.9% | -2.1% | 1.1%
CC(=O)CSc1ncnc2c1cnn2-c1ccccc1 | i | 7.0% | 15.3 | -4.6 | 1.3 | -0.9% | -11.4% | -4.2% | -3.9% | -4.2%
CCC1CCCCN1C(=O)c1ccccc1OC1CCN(S(C)(=O)=O)CC1 (stereo not given) | i | -0.5% | 5.5 | 7.5 | 1 | -0.5% | -5.7% | 4.3% | 26.9% | -3.9%
COC(=O)CC1COc2ccccc2N1C(=O)c1cccc(C(F)(F)F)c1 (stereo not given) | i | -2.9% | 7.1 | -17.6 | 1.1 | -10.8% | -3.3% | 2.7% | -1.0% | -5.5%
COc1ccc(S(=O)(=O)NCCSCc2ccco2)cc1OC | i | -5.2% | nt | nt | 1.2 | 0.2% | -3.4% | 1.4% | -0.2% | -5.1%
COC(=O)c1ccc(-n2nnnc2SC)cc1 | i | -12.4% | -15.3 | 17.5 | 1.1 | 26.3%* | 1.6% | -4.2% | 2.8% | 1.0%
O=c1oc2ccccc2c(O)c1/C=C1\C=Nc2ccccc21 | i | -11.3% | -2.2 | -6.6 | 0.8 | 10.5% | 0.1% | -4.9% | -1.1% | -1.6%
Fc1ccc(-n2cc(CNCCc3ccncc3)c(-c3ccccc3Cl)n2)cc1 | i | -0.5% | 13.7 | 17.7 | 1 | -3.6% | -2.3% | 0.1% | -7.0% | -1.5%
Cc1nc2ccccn2c1C(=O)/C=C/c1cccc([N+](=O)[O-])c1 | i | -0.7% | 1.7 | 20.3 | 1.1 | 14.9% | -5.2% | 2.2% | 8.9% | -7.9%
O=C(C(=O)N1CCN(c2ccccc2)CC1)c1c[nH]c2ccccc12 | i | 1.7% | 9.2 | 15.4 | 1 | -4.9% | 0.2% | -0.2% | 3.2% | -5.8%
CCOCCCNc1nc2nc3ccc(C)cn3c(=O)c2cc1C(=O)NCC1CCCO1 (stereo not given) | i | nt | 15.2 | 9.7 | 1.1 | 16.5% | -64.9% | nt | -441.8% | -2.6%
COc1ccc(-c2noc(CN(C(=O)c3c(-c4ccccc4Cl)noc3C)C(C)C)n2)cc1 | i | 20.6% | 49.8 | -0.7 | 1 | -6.2% | 3.0% | 26.4% | -1.0% | -8.8%
CCOC(=O)C1(S(=O)(=O)c2ccc(Cl)cc2)CCN(Cc2ccc(Cl)cc2)CC1 | i | 20.4% | 71.5* | 60.2* | 1 | -8.9% | -0.8% | 21.5% | 12.7% | -3.1%
O=C(CN1CCN(C(=O)c2ccco2)CC1)Nc1ccc(Cl)c(S(=O)(=O)N2CCOCC2)c1 | i | -15.5% | 18.2 | 3.4 | 1.1 | 1.2% | -7.3% | -13.8% | -5.2% | -7.0%

Source: PubChem (several laboratories)
